PHOSPHO1 inh: PHOSPHO1 (human) inhibition; Q8TCT1; recombinant PHOSPHO1, absorbance phosphatase assay; inhibition, % at 13.3 µM; actives 1.1% (n = 290,000); AID 1565; in the data active = inhibition above about 60%
Target sequence (Q8TCT1 whole entry, looked up): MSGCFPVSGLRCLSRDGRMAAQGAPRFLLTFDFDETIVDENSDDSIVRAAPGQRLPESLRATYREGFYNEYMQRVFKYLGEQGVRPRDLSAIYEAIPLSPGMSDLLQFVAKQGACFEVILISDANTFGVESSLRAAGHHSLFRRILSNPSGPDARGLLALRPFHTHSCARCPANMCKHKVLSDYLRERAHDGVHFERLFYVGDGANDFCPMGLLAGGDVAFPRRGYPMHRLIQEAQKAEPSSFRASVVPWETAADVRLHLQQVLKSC
V1aR counter: counter-screen for oxytocin receptor agonists: human V1a receptor agonists; CHO-V1R cells, Fluo-8 calcium fluorescence, agonist mode; 0% DMSO, 100% 3 nM vasopressin; activation, % at 3 µM; P37288; AID 2797; actives 0.25% (n = 320,000);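 active = activation above the mean activation of all tested compounds plus 3 SD, per screening run, cut at about 20% in these data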;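 also: signal is peak over basal fluorescence ratio across a 100 second FLIPR read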
Target sequence (P37288 whole entry, looked up): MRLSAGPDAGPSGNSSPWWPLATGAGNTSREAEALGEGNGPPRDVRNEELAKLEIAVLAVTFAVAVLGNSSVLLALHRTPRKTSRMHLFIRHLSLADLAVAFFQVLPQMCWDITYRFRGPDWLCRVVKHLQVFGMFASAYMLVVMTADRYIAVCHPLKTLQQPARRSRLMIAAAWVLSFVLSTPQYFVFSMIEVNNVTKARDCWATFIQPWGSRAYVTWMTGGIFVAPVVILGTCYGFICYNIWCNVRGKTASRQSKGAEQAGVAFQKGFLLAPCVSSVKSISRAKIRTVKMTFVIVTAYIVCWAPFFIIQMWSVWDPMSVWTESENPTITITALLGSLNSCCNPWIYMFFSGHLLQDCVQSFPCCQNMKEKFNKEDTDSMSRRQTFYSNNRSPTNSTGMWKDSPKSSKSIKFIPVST
FID counter: counter-screen for HCV NS3 helicase inhibitors: DNA intercalator displacement; DNA fluorescent intercalator displacement, fluorescence; inhibition, % at 7.9 µM; actives 0.17% (n = 290,000); AID 1845; in the data active = inhibition above about 37%;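 also: 0% = vehicle and 100% = reference compound; higher means more ethidium bromide displaced from hairpin DNA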
GPR7 antagonist: blocks human GPR7 receptor signaling; actives 1.1% (n = 290,000); AID 1861; GPR7-expressing cells, fluorescence antagonist assay; P48145; inhibition, % at 4.4 µM; in the data active = inhibition above about 16%, passing the limit was not always enough;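 also: cells stimulated with the agonist NPW; 0% = agonist with vehicle and 100% = vehicle without agonist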
GalR3 antag: human GalR3 antagonism. HEK293 GalR3-CNG cAMP membrane potential fluorescence; galR3 body fused to GalR1 C-terminus. actives 0.44% (n = 360,000). inhibition, % at 3 µM;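 active = inhibition above the screen-wide average plus 3 SD, cut at about 13% in these data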;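 also: forskolin and galanin both at EC90 stimulate the cells; cAMP rise reported by CNG channel membrane potential dye signal; 0% = forskolin plus galanin with DMSO and 100% = forskolin alone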
NS3 helicase inh: inhibitors of Hepatitis C virus NS3 helicase. NS3 helicase DNA unwinding, Cy5 molecular beacon fluorescence. actives 0.56% (n = 290,000). AID 1800. inhibition, % at 10.9 µM;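 active = inhibition above the mean of all tested compounds plus 3 SD, set per campaign, cut at about 35% in these data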;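 also: 0% = DMSO wells and 100% = thioflavine S control wells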
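System: Hepatitis C virus NS3 helicase domain fragment enzyme | Reagent: Annealed dual-labelled DNA beacon duplex, ATP-started | Compound dosing: 10.9 µM single point, 0.8% DMSO | Incubation: 1 h reaction at 25 °C, ATP-initiated | Technique: Cy5 fluorescence | Evaluation: Percent inhibition from t60/t0 fluorescence ratio | Benchmarks: Low DMSO, high thioflavine S at 110 µM | Replication: Singlicate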
OXTR agonist: human OXTR agonism | P30559 | CHO-OTR cells, Fluo-8 calcium fluorescence; normalized: DMSO 0%, oxytocin 100% | activation, % at 3 µM | actives 0.32% (n = 320,000);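 active = activation above the mean of all tested compounds plus 3 SD, cutoff set per screening run, cut at about 20% in these data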;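 also: peak over basal fluorescence ratio from a 100 s FLIPR kinetic read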
Target sequence (P30559 whole entry, looked up): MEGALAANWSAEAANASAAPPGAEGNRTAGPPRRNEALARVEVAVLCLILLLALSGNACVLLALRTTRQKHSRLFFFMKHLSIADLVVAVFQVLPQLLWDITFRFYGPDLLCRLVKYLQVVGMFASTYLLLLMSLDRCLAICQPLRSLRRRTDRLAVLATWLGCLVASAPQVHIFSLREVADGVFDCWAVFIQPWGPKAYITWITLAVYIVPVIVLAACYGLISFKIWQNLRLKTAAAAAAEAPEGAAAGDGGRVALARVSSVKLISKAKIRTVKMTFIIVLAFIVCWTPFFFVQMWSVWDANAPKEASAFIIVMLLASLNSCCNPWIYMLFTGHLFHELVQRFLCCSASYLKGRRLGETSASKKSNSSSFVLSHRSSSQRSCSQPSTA
VIM-2 inh: inhibitors of Pseudomonas aeruginosa VIM-2 metallo-beta-lactamase. purified VIM-2, nitrocefin hydrolysis, epi-absorbance fluorescence. inhibition, % at 5.6 µM. actives 0.89% (n = 290,000). AID 1527;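 active = inhibition above the mean of all tested compounds plus 3 SD, cutoff set per screening run, cut at about 7.5% in these data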;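 also: red hydrolysis product quenches plate fluorescence so inhibitors raise well fluorescence; 0% = enzyme with DMSO and 100% = DMSO without enzyme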
IMP-1 inhibitor: inhibitors of Pseudomonas aeruginosa IMP-1 metallo-beta-lactamase; purified IMP-1, nitrocefin hydrolysis, epi-absorbance fluorescence; inhibition, % at 5.6 µM; actives 0.45% (n = 290,000); AID 1556;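 active = inhibition above the mean plus 3 SD of all compounds in the same screening run, cut at about 4.5% in these data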;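 also: 0% = IMP-1 with DMSO and 100% = DMSO wells lacking enzyme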
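Assay system: purified IMP-1; Quantity: IMP-1 0.2 nM before substrate addition; Medium: HEPES buffer pH 7.1 with ZnSO4 and Brij 35; Incubation: 15 min enzyme–compound preincubation, then 25 min nitrocefin reaction, 25 °C; Signal: fluorescence quenching readout, ex 480/em 530 nm; Controls: DMSO with and without IMP-1; Repeats: singlicate testing.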
* = called active by the depositor. Outcome played no part in choosing rows; 4.3% or so of the library scored in one or more.

CCOc1cc(/C=C/C(=O)O)ccc1OCc1ccccc1 was read as PHOSPHO1 inh -5.3, V1aR counter -0.1, FID counter -10.0, GPR7 antagonist 11.6, GalR3 antag 10.5, NS3 helicase inh -5.3, OXTR agonist 1.2, VIM-2 inh 2.1 and IMP-1 inhibitor 0.5.
`CC(NC(=O)C(=O)c1cn(CC(=O)N2CCOCC2)c2ccccc12)c1ccccc1` (stereo unspecified) gave PHOSPHO1 inh -4.3, V1aR counter 1.3, FID counter -39.3, GPR7 antagonist -9.8, GalR3 antag -8.6, NS3 helicase inh -8.3, OXTR agonist 1.6, VIM-2 inh -4.5 and IMP-1 inhibitor -1.4.
For Cc1cc(OCC(=O)O/N=C(\N)c2ccccc2)ccc1Cl the results were PHOSPHO1 inh -4.0, V1aR counter 0.2, FID counter -2.3, GPR7 antagonist -1.7, GalR3 antag -1.9, NS3 helicase inh 10.6, OXTR agonist 0.7, VIM-2 inh -2.7 and IMP-1 inhibitor -1.9.
`CCC(C)N=Cc1c(Nc2ccccc2)nc2c(C)cccn2c1=O` (stereo unspecified) gave PHOSPHO1 inh 29.7, V1aR counter 1.5, FID counter -10.3, GPR7 antagonist -7.4, GalR3 antag -2.4, NS3 helicase inh -11.1, OXTR agonist 0.8, VIM-2 inh -0.9 and IMP-1 inhibitor -1.5.
CC1(C)Cc2cccc(C(=O)Nc3ccc(F)cc3F)c2O1 was read as PHOSPHO1 inh 38.6, V1aR counter -1.3, FID counter -3.6, GPR7 antagonist -10.8, GalR3 antag 9.1, NS3 helicase inh -4.8, OXTR agonist -2.0, VIM-2 inh -0.1 and IMP-1 inhibitor -1.5.
Screening COC(=O)c1ccc(N2CCOCC2)c(NC(=O)c2cccs2)c1 returned PHOSPHO1 inh 14.2, V1aR counter -1.7, FID counter -17.5, GPR7 antagonist -8.0, GalR3 antag -2.0, NS3 helicase inh 4.5, OXTR agonist -1.1, VIM-2 inh -0.1 and IMP-1 inhibitor -1.8.
`COc1cccc(OCC(=O)Nc2ccncc2)c1` gave PHOSPHO1 inh 23.5, V1aR counter 6.3, FID counter -2.8, GPR7 antagonist 5.5, GalR3 antag -11.4, NS3 helicase inh -3.8, OXTR agonist 10.0, VIM-2 inh -0.1 and IMP-1 inhibitor -4.1.
Screening Cn1c(SCC(=O)NC2CCCC2)nnc1-c1cccs1 returned PHOSPHO1 inh 26.1, V1aR counter 0.2, FID counter -4.9, GPR7 antagonist -1.2, GalR3 antag -7.8, NS3 helicase inh 0.1, OXTR agonist 0.0, VIM-2 inh -3.8 and IMP-1 inhibitor -3.4.
For Cc1ccc(N2CCN(S(=O)(=O)c3nnc(NC(=O)c4ccco4)s3)CC2)cc1 the results were PHOSPHO1 inh 12.3, V1aR counter -0.3, FID counter -28.0, GPR7 antagonist -0.7, NS3 helicase inh 4.0, OXTR agonist -1.1, VIM-2 inh -1.8 and IMP-1 inhibitor -1.3.
`COc1ccc(Cn2c(SCC#N)nc3ccc(N4CCOCC4)cc3c2=O)cc1` gave PHOSPHO1 inh 32.7, V1aR counter -0.1, FID counter -15.1, GPR7 antagonist -10.2, GalR3 antag -3.1, NS3 helicase inh 28.3, OXTR agonist 0.4, VIM-2 inh -2.9 and IMP-1 inhibitor -2.2.
`COc1ccc(NC(=O)c2cc(C)no2)cc1OC` gave PHOSPHO1 inh 47.9, V1aR counter -1.0, FID counter -2.1, GPR7 antagonist -9.2, GalR3 antag -8.8, NS3 helicase inh 3.7, OXTR agonist 0.3, VIM-2 inh -1.5 and IMP-1 inhibitor -3.5.
Screening O=C(COc1ccc2c3c(c(=O)oc2c1)CCCC3)NC(Cc1ccc(Cl)cc1)C(=O)O (stereo unspecified) returned PHOSPHO1 inh 34.3, V1aR counter -0.5, FID counter -15.8, GPR7 antagonist -2.8, GalR3 antag -3.9, NS3 helicase inh 11.8, OXTR agonist 0.9, VIM-2 inh 0.2 and IMP-1 inhibitor -4.0.
For COc1ccc(-c2cc(C(=O)N3CCN(c4ccccc4)CC3)c3ccccc3n2)cc1OC the results were PHOSPHO1 inh 25.2, V1aR counter 4.9, FID counter -37.2, GPR7 antagonist -6.0, GalR3 antag -2.1, NS3 helicase inh -15.0, OXTR agonist -1.9, VIM-2 inh -0.9 and IMP-1 inhibitor -2.5.
COc1ccc(NC(=O)C2CCN(S(=O)(=O)c3cccc4nonc34)CC2)c(OC)c1 was read as PHOSPHO1 inh 24.0, V1aR counter -0.4, FID counter -15.2, GPR7 antagonist -7.2, GalR3 antag -8.9, NS3 helicase inh -2.7, OXTR agonist -0.2, VIM-2 inh -3.4 and IMP-1 inhibitor -2.1.
COCCOC(=O)C1=C(C)NC(=O)NC1c1cccc(F)c1 (stereo unspecified) was read as PHOSPHO1 inh -16.4, V1aR counter 0.2, FID counter -7.9, GPR7 antagonist -10.4, GalR3 antag -2.2, NS3 helicase inh -4.4, OXTR agonist 0.3, VIM-2 inh 0.9 and IMP-1 inhibitor 1.6.
Cc1nonc1C(=O)N/N=C/c1ccc(O)cc1 was read as PHOSPHO1 inh 1.7, V1aR counter 0.7, FID counter -0.1, GPR7 antagonist -4.7, GalR3 antag 2.1, NS3 helicase inh 7.6, OXTR agonist 0.8, VIM-2 inh -3.2 and IMP-1 inhibitor -2.8.
`CCOC(=O)Cc1[nH]nc2c1C(c1cc(OC)ccc1OC)C(C#N)=C(N)O2` (stereo unspecified) gave PHOSPHO1 inh -0.3, V1aR counter -0.5, FID counter -4.9, GPR7 antagonist 0.6, GalR3 antag -5.7, NS3 helicase inh -4.7, OXTR agonist 0.8, VIM-2 inh -0.6 and IMP-1 inhibitor -2.4.
Cc1ccc(C(=O)O)cc1NC(=S)NC(=O)c1ccc([N+](=O)[O-])c(C)c1 was read as PHOSPHO1 inh 42.1, V1aR counter 0.3, FID counter -16.6, GPR7 antagonist -10.5, GalR3 antag -9.5, NS3 helicase inh 2.2, OXTR agonist 0.4, VIM-2 inh 0.2 and IMP-1 inhibitor 1.9.
Screening COC(=O)C(C(=O)OC)C(C[N+](=O)[O-])c1ccc(O)c(OC)c1 (stereo unspecified) returned PHOSPHO1 inh 4.4, V1aR counter 0.6, FID counter -11.4, GPR7 antagonist -11.7, GalR3 antag -8.8, NS3 helicase inh -1.9, OXTR agonist 0.9, VIM-2 inh -1.6 and IMP-1 inhibitor -1.5.
Screening O=C(COC(=O)c1c[nH]c(=O)[nH]c1=O)Nc1ccccc1F returned PHOSPHO1 inh 16.2, V1aR counter 1.0, FID counter -4.2, GPR7 antagonist -5.7, GalR3 antag -5.4, NS3 helicase inh -8.7, OXTR agonist 0.8, VIM-2 inh -1.5 and IMP-1 inhibitor -3.0.
`COc1ccccc1Nc1nc2ccccc2n1C` gave PHOSPHO1 inh 2.5, V1aR counter -1.2, FID counter -1.8, GPR7 antagonist 0.0, GalR3 antag -2.7, NS3 helicase inh 4.3, OXTR agonist -1.5, VIM-2 inh -1.6 and IMP-1 inhibitor -1.2.
`N#C/C(=C\c1c(N2CCC(C(N)=O)CC2)nc2ccccn2c1=O)C(=O)NC1CCCCC1` gave PHOSPHO1 inh 6.3, V1aR counter 1.3, FID counter -32.6, GPR7 antagonist -6.0, GalR3 antag 1.2, NS3 helicase inh -7.3, OXTR agonist 0.7, VIM-2 inh -4.3 and IMP-1 inhibitor 0.8.
Screening O=C(CN1CCC(NC(=O)Nc2ccccc2)CC1)Nc1ccccc1F returned PHOSPHO1 inh 26.6, V1aR counter -0.5, FID counter -8.2, GPR7 antagonist -4.0, GalR3 antag -9.5, NS3 helicase inh -4.1, OXTR agonist 0.3, VIM-2 inh -0.8 and IMP-1 inhibitor -2.9.
For Cn1nnnc1Sc1c(Cl)cccc1[N+](=O)[O-] the results were PHOSPHO1 inh 14.4, V1aR counter 0.5, FID counter -2.0, GPR7 antagonist -5.9, GalR3 antag -4.8, NS3 helicase inh 4.8, OXTR agonist 1.1, VIM-2 inh -1.8 and IMP-1 inhibitor -1.9.
Screening O=C(NCCN1CCOCC1)c1cnn2c1NC(c1cccs1)CC2C(F)(F)F (stereo unspecified) returned PHOSPHO1 inh -22.9, V1aR counter -0.3, FID counter -3.3, GPR7 antagonist -22.5, GalR3 antag -0.9, NS3 helicase inh 5.1, OXTR agonist 0.3, VIM-2 inh -0.2 and IMP-1 inhibitor -2.1.
COc1ccc(C(=O)NCCNc2ccccc2[N+](=O)[O-])cc1 was read as PHOSPHO1 inh 33.5, V1aR counter -1.6, FID counter -4.0, GPR7 antagonist -11.7, GalR3 antag -1.5, NS3 helicase inh -2.7, OXTR agonist -1.3, VIM-2 inh -3.5 and IMP-1 inhibitor -3.9.
Cc1ccc(N2CCN(C(=S)c3ccc(N(C)C)cc3)CC2)cc1 was read as PHOSPHO1 inh 65.8*, V1aR counter -0.8, FID counter -9.0, GPR7 antagonist -6.2, GalR3 antag -2.9, NS3 helicase inh -2.6, OXTR agonist -1.7, VIM-2 inh -4.0 and IMP-1 inhibitor -1.3.
COc1ccc(OC)c(-n2c(=S)[nH]c3cc(C(=O)N(C)Cc4ccccc4)ccc3c2=O)c1 was read as PHOSPHO1 inh -35.6, V1aR counter -0.7, FID counter -22.4, GPR7 antagonist -2.3, GalR3 antag 1.6, NS3 helicase inh 10.1, OXTR agonist -0.9, VIM-2 inh -4.0 and IMP-1 inhibitor -2.3.
For Cc1cc(NC(=O)CCSc2ccccc2)ccc1Br the results were PHOSPHO1 inh -6.6, V1aR counter 2.0, FID counter 4.0, GPR7 antagonist -14.4, GalR3 antag -0.5, NS3 helicase inh -7.8, OXTR agonist -1.3, VIM-2 inh -1.8 and IMP-1 inhibitor -0.1.
`COc1c(S(=O)(=O)NCCCn2ccnc2)ccc(Cl)c1Cl` gave V1aR counter 0.7, FID counter -0.7, GPR7 antagonist -5.3, GalR3 antag -6.8, NS3 helicase inh -1.1, OXTR agonist -0.4, VIM-2 inh -1.4 and IMP-1 inhibitor -0.9.
For Cc1ccc(/C=N/N(Cc2ccccc2)c2ccccc2)o1 the results were PHOSPHO1 inh 27.5, V1aR counter 1.0, FID counter -9.3, GPR7 antagonist -10.1, GalR3 antag -2.1, NS3 helicase inh 15.2, OXTR agonist -1.9, VIM-2 inh -2.7 and IMP-1 inhibitor -3.0.
For O=C(NCCN1CCN(c2ccccc2F)CC1)C1CCCN(S(=O)(=O)c2cnc[nH]2)C1 (stereo unspecified) the results were PHOSPHO1 inh -0.1, V1aR counter -0.9, FID counter -0.1, GPR7 antagonist -8.2, GalR3 antag -1.3, NS3 helicase inh -4.9, OXTR agonist -0.1, VIM-2 inh -3.5 and IMP-1 inhibitor -2.6.
For O=C(COc1ccc(Cl)cc1Cl)NN1C(=O)C2C3C=CC([C@@H]2C1=O)C31CC1 (stereo partly specified) the results were PHOSPHO1 inh 27.3, V1aR counter 1.8, FID counter -8.5, GPR7 antagonist -6.4, GalR3 antag -3.3, NS3 helicase inh -3.8, OXTR agonist 1.3, VIM-2 inh -2.1 and IMP-1 inhibitor -2.3.
